AmpC det inh = blocks E. coli AmpC beta-lactamase in presence of detergent; P00811; purified AmpC, nitrocefin hydrolysis with detergent; Potency, µM (titrated, usually from 28.7 µM), without a hit: top-dose activity change, negative = inhibition; actives 0.09% (n = 71,000); active = well fitted curve in the direction sought with a large enough effect
Target sequence (P00811 whole entry, looked up): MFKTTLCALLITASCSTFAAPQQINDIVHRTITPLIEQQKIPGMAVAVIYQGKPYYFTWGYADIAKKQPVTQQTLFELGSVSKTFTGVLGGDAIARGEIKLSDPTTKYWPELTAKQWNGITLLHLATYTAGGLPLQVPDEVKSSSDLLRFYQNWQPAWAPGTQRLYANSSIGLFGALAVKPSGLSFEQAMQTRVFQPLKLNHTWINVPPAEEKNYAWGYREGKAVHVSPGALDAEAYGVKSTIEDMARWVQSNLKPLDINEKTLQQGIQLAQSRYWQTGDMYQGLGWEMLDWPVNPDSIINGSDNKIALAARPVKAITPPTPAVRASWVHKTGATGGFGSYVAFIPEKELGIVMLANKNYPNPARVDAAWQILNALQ
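E. coli AmpC (5.3 nM) in 20 mM phosphate pH 7.0 with 0.01% Triton X-100, preincubated 15 min RT with compound; nitrocefin (2 uL of 800 uM stock) hydrolysis followed by 480 nm absorbance every 20 s over 4 min.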
* marks the source's active call; other numbers are inactive results; & = joins results of further samples; [ ] = dose if it differs, or a comment. % is scaled to controls: 0 for no effect and ±100 for the full control effect; potency is read from the fitted curve at half-maximal effect. Only part of the results is shown. The share of hits here may be higher or lower than overall.

SMILES | AmpC det inh
Cc1nc2c3c4c(sc3n3c(SCC(=O)NCc5ccco5)nnc3n2n1)COC(C)(C)C4 | 2%
O=C(COc1ccccc1)Nc1nc2ccccc2[nH]1 | -2%
COc1ccccc1CNc1ccnc(-c2ccoc2)n1 | 7%
Nc1ncnc2c1ncn2[C@H]1O[C@@H](C(=O)OCCO)[C@@H](O)[C@H]1O | -4%[5.75 µM]
O=C(CSc1nnc2ccccn12)NC(=O)NC1CCCCC1 | 0%
Nc1ncnc2c1nc(Br)n2[C@@H]1O[C@H]2COP(=O)(O)O[C@@H]2[C@H]1O | -2%
CCC(Sc1nc(C)cc(=O)[nH]1)C(=O)Nc1ccc(Cl)cn1 (centres undefined) | 11%
O=C(NCCc1ccccc1)C1CCN(c2nc3ccccc3o2)CC1 | -2%
O=C(Nc1ccc2c(c1)OCO2)c1ccc(CN2CCOCC2)cc1 | -1%
C=CCn1c2ccccc2c2nnc(SCCCn3c(=O)[nH]c4ccccc43)nc21 | -3%
CC(C)(C)n1ncc2c(=O)n(CC(=O)NCc3ccccc3)cnc21 | 8%
O=C(CN1CCOCCOCCN(CC(=O)Nc2ccccc2)CCOCC1)Nc1ccccc1 | 0%
COc1ccc(NS(=O)(=O)c2cc(-c3nnnn3C)ccc2OC)cc1 | 20%
O=C(c1ccncc1)N(Cc1ccco1)Cc1cc2ccccc2[nH]c1=O | -5%
CCN1C(=O)C(O)(CC(=O)c2cc(C)ccc2C)c2ccccc21 (centres undefined) | -2%
Cc1ccc(NC(=O)Cn2cccc2)cc1C | 1%
CCOC(=O)c1cc2occc2n1CCCN1C(=O)c2ccccc2C1=O | 13%
Cn1c(Cl)cnc1C(O)c1ccccc1 (centres undefined) | -2%
CC1Cc2ccccc2N1C(=O)CN1C(=O)CN(C)C(=O)c2ccccc21 (centres undefined) | 1%
O=C(c1ccc(C(=O)N2CCOCC2)nc1)N1CCOCC1 | -2%
COCCn1c(C)cc(C(=O)COC(=O)c2ccc3ncsc3c2)c1C | 8%
CCOC(=O)N1CCN(S(=O)(=O)c2ccc(C(=O)Nc3ccc(F)cc3F)cc2)CC1 | -4%
COC(=O)c1cn(C)c2ccc(S(=O)(=O)N3CC(C)CC(C)C3)cc2c1=O (centres undefined) | 13%
Cc1ccccc1-n1c(=O)cc(N2CCCCCC2)[nH]c1=O | 11%
CC12CN(C(=O)c3ccco3)CC(c3ccccc3)(CN(C(=O)c3ccco3)C1)C2=O | -1%

Remaining list, next part:
SMILES | AmpC det inh
CC1(c2ccccc2)NC(=O)N(CC(=O)N2CCOCC2)C1=O (centres undefined) | -4%
Cc1noc(COc2ccccc2OCC(N)=O)c1Cl | -4%
O=C(c1ccco1)N1CCCC(c2nc(-c3ccc(S(=O)(=O)NCc4ccccc4)cc3)no2)C1 (centres undefined) | -4%
CCCCCn1c(CN2CCN(Cc3ccccc3)CC2)nc2c1c(=O)[nH]c(=O)n2C | -3%
Cc1nc(NC2=NCN(Cc3cccnc3)CN2)nc2ccccc12 | 0%
N#Cc1ccc(-c2ccco2)nc1SCc1ccccc1 | -2%
COc1ccc(OC)c(C2CC(=O)N3CN(c4ccc(C)c(Cl)c4)CSC3=C2C#N)c1 (centres undefined) | 11%
CC(C)(C)n1ncc2c(=O)n(CC(=O)OCc3ccccc3)cnc21 | 11%
CCC(=O)Nc1ccc(NC(=O)c2ccco2)c(OC)c1 | -2%
CCOC(=O)N1CCN(C(=O)NC23CC4CC(CC(C4)C2)C3)CC1 | 9%
O=C(CCN1C(=O)c2ccccc2C1=O)N1CCN(c2ccccn2)CC1 | -4%
Cn1cccc1C(=O)N1CCC2(CCN(Cc3nccs3)CC2)CC1 | 0%
O=C(OCCN(C1=NS(=O)(=O)c2ccccc21)c1ccc(Cl)cc1)c1ccco1 | 9%
COCCCn1c(-c2ccccc2Cl)n[nH]c1=S | -2%
CCC1(C)Cc2c(sc3c2c2ncnn2c2nnc(SCC(=O)NCc4ccco4)n32)CO1 (centres undefined) | -3%
CCOC(=O)c1nnn(CC(=O)Nc2cc(Cl)ccc2C)c1C(=O)OCC | -3%
CCC(=O)N/C=C/n1cnc2cc(C(F)(F)F)ccc21 | 2%
O=c1cnc2cnc(N3CCOCC3)nc2n1Cc1cccs1 | 0%
COc1cc(C2N3CC4(C)CN2CC(C)(C3)C4)ccc1O (centres undefined) | 0%
O=S(=O)(Cc1ccccc1)N1CCn2c(nc3ccccc32)C1 | 7%
Cc1ccccc1NC(=O)Cc1nc(CSc2nnc(C3CCCCC3)n2N)cs1 | -3%
COc1ccc(NC(=O)CSc2nc(-c3ccncc3)nn2CC(=O)N2CCCC2)cc1 | 16%
CCCCOc1ccc(-c2nnc(-c3ccco3)o2)cc1 | -7%
CCN(CC)S(=O)(=O)c1cccc(-c2nc3n(n2)Cc2ccccc2-3)c1 | -2%
CC[C@H](C)[C@H](NS(=O)(=O)c1ccc(C)cc1)C(=O)N1CCC(C(=O)N[C@@H](C)C(=O)O)CC1 | -3%

No new results follow: entries from further up.
SMILES | AmpC det inh
CC1(c2ccccc2)NC(=O)N(CC(=O)N2CCOCC2)C1=O (centres undefined) | -4%
Cc1noc(COc2ccccc2OCC(N)=O)c1Cl | -4%
O=C(c1ccco1)N1CCCC(c2nc(-c3ccc(S(=O)(=O)NCc4ccccc4)cc3)no2)C1 (centres undefined) | -4%
CCCCCn1c(CN2CCN(Cc3ccccc3)CC2)nc2c1c(=O)[nH]c(=O)n2C | -3%
Cc1nc(NC2=NCN(Cc3cccnc3)CN2)nc2ccccc12 | 0%
N#Cc1ccc(-c2ccco2)nc1SCc1ccccc1 | -2%

The main list resumes; the two compounds before the break are reprinted first.
SMILES | AmpC det inh
CCN(CC)S(=O)(=O)c1cccc(-c2nc3n(n2)Cc2ccccc2-3)c1 | -2%
CC[C@H](C)[C@H](NS(=O)(=O)c1ccc(C)cc1)C(=O)N1CCC(C(=O)N[C@@H](C)C(=O)O)CC1 | -3%
Cc1ccc(-n2c(=O)[nH]cc(C(=O)Nc3ccc4c(c3)OCO4)c2=O)cc1C | 12%
CCCN(CCC)CCCNS(=O)(=O)c1cc(Br)cc2c1N(C(C)=O)CC2 | -1%
O=C(CCN1C(=O)c2ccccc2C1=O)N1CCN(Cc2ccc(Cl)cc2Cl)CC1 | -1%
O=C(CN1C(=O)COc2ccccc21)NCCN1CCc2ccccc2C1 | 3%
CC1=C2C(=O)OC(c3ccoc3)C2(C)CCC1 (centres undefined) | 7%
O=C(NCCCn1ccnc1)c1cn(-c2ccccc2)nc1-c1ccc(F)cc1 | 0%
Cn1c(=O)oc2cc(S(=O)(=O)N3CCCC(C(=O)NCC4COc5ccccc5O4)C3)ccc21 (centres undefined) | 10%
O=C(NCCc1ccc(Cl)cc1)C1CCN(C(=O)c2sccc2-n2cccc2)CC1 | -5%
CC(=O)Nc1nc(-c2cccs2)cs1 | -5%
O=C(Cn1nc(Cc2cccnc2)c2ccccc2c1=O)Nc1ccc2c(c1)OCO2 | 14%
Cc1ccccc1OCc1nc(-c2ccccc2)no1 | -3%
C=CCc1ccccc1OCC(O)CN1CCN(Cc2ccc3c(c2)OCO3)CC1 (centres undefined) | -3%
COCC(=O)Nc1nnc(SCC(=O)NCc2cccs2)s1 | 9%
O=C(c1ccc2nc(-c3ccco3)c(-c3ccco3)nc2c1)N1CCN(c2ccccc2)CC1 | 15%
Cc1cc(C)n2c(SCC(=O)N3CCN(S(=O)(=O)c4ccc(Cl)cc4)CC3)nnc2n1 | 1%
CCOCC(=O)Nc1nc2ccc(C)cc2s1 | 14%
C=CCn1c(NC(=O)c2ccccc2Cl)c(C#N)c2nc3ccccc3nc21 | -2%
Cn1nnnc1SCC(=O)Nc1nc(-c2ccccc2)c(-c2ccccc2)o1 | 23%
COC(=O)c1cc(OC)c(OC)c(OC)c1N | -2%
COCC(C)NC(=O)c1noc2c1CCc1cc(OC)ccc1-2 (centres undefined) | -1%
Cc1cc(C)c2c(N)c(C(=O)N3CCCCCC3)sc2n1 | -2%
COc1ccc(C(CNC(=O)c2ccc(-n3cnnn3)cc2)N2CCOCC2)cc1 (centres undefined) | -10%
COC(=O)[C@@H]1C[C@H]1[C@@H](NC(=O)Oc1ccc(F)cc1)c1ccccc1 | -2%
CCCn1nnnc1SCC(=O)NCc1cccs1 | -4%
CCOc1ccc(-c2ncncc2-c2ccc(OC)cc2)c(O)c1 | -1%

Later entries.
SMILES | AmpC det inh
CC(=O)N(c1ccc2oc(=O)sc2c1)S(=O)(=O)c1ccccc1 | -1%
Cn1c(=O)n(CCc2ccccc2)c(=O)c2c1nc1n2CCN1Cc1ccco1 | -2%
O=C(c1ccco1)[C@@H]1[C@@H]2C(=O)N(c3ccc(Br)cc3)C(=O)[C@@H]2C2c3ccccc3C=CN21 (some centres undefined) | 11%
COc1ccccc1C1C(C(=O)c2cc3ccccc3o2)=C(O)C(=O)N1CCN(C)C (centres undefined) | 3%
COC(=O)c1ccc(C2CC(=O)Nc3cc(OC)c(OC)cc32)cc1 (centres undefined) | -1%
CC(C)(C)NC[C@H](O)COc1cccc2[nH]c(=O)[nH]c12 | -3%&-2%
Cc1c(N(C(=O)Nc2ccccc2)C2=NCC(C)S2)c(=O)n(-c2ccccc2)n1C (centres undefined) | 3%
Cn1c(SCC(=O)N(C2CCCCC2)C2CCCCC2)nnc1-c1cccs1 | -2%
O=C(CSCc1ccccc1)Nc1ccc2c(c1)OCO2 | -3%
O=C(CSc1nnc(C2COc3ccccc3O2)o1)N1CCOCC1 (centres undefined) | 13%
COCCCn1nnnc1SCC(=O)Nc1nc(C)c(C)s1 | 0%
Cc1cc(C)c(NC2=CC(=O)CC(C)(C)C2)c(C#N)c1 | -5%
COc1ccc(S(=O)(=O)N2CCCN(CC(=O)Nc3cc(NC(C)=O)ccc3OC)CC2)cc1 | 13%
Cc1nc2nc[nH]n2c(=O)c1NC(=O)c1c(-c2ccccc2Cl)noc1C | 7%
CC(C)c1nc(N2CCCC2)c(C#N)c2c1CCCC2 | 19%
O=C(NCc1ccccn1)c1cc2ccccn2n1 | 4%
NC(=O)CC(O)c1cccc(Cl)c1 (centres undefined) | -4%
Cc1csc(SCC(=O)N2CCCC2)n1 | -3%
N#CCCSCc1ccc(C(=O)O)o1 | -4%
COc1ccc(Cl)cc1S(=O)(=O)N1CCN(C)CC1 | 13%
O=C1C2CCCN2C(c2ccccc2)N1c1ccc(Cl)cc1 (centres undefined) | -5%
COc1ccc(-c2noc(CCC(=O)Nc3cc(Cl)c(OC)cc3OC)n2)cc1 | -2%
O=C1Nc2cccnc2Sc2ccccc21 | 17%
CCOC(=O)C1=C(C)NC(=O)NC1/C(C)=C/c1ccccc1 (centres undefined) | 1%
COc1cc(OC)nc(NC(=O)COC(=O)C2CCCCC2)n1 | -2%

Additional entries:
SMILES | AmpC det inh
COC(=O)[C@@]1(Cc2ccccc2)[C@H]2c3cc(C(=O)N(C)C)n(CCO)c3C[C@H]2CN1C(=O)c1ccccc1 | -1%
CCn1c(SCC(=O)N2CCN(c3ccc(F)cc3)CC2)nnc1-c1ccncc1 | -4%
O=C(COc1cc(Cl)ccc1Cl)Nc1nnc(CC(=O)N2CCOCC2)s1 | -4%
COC(=O)CSc1nc2c(c(=O)n(C)c(=O)n2C)n1CCCc1ccccc1 | -3%
COC(=O)C1CCN(C(=O)NC2CCCCC2)CC1 | -2%
O=C(CN1C(=O)c2ccccc2S1(=O)=O)N1CCN(c2ccccc2F)CC1 | 9%
FC(F)(F)c1nc(SCc2ccc(Cl)cc2)n[nH]1 | -2%[5.75 µM]
O=C(Nc1ccc2c(c1)OCCO2)c1c(F)cccc1F | -2%
COc1ccc(S(=O)(=O)Nc2cc(OC)c(NC(=O)c3ccco3)cc2OC)cc1 | -3%
CCCn1c(C)c(C(=O)c2cccc3ccccc23)c2ccccc21 | -5%
CCCCOC(=O)C1=C(C)Nc2ncnn2C1c1cccc(OC)c1OC (centres undefined) | 9%
Oc1cc2c(cc1O)[C@H]1c3ccccc3CN[C@@H]1CC2 | -4%
CCN(CC)S(=O)(=O)N1CCC(C(=O)NC2CCCc3ccccc32)CC1 (centres undefined) | 1%
CC(=O)n1nc(-c2cccnc2)nc1N | -5%
COc1ccc(-n2c(=O)cc(N3CCN(c4ccccc4F)CC3)[nH]c2=O)cc1 | -2%
COc1ccc(Nc2nc(N)nc(CSc3n[nH]c(-c4ccccc4)n3)n2)cc1 | -7%
O=C(Nc1ccc(NC(=O)c2ccco2)nc1)c1ccccn1 | -3%
N#Cc1cccc(NC(=O)CSc2ccccc2)c1 | 1%
CCN(CC)CCCNC(=O)C1CCN(C(=O)c2cc3sccc3n2Cc2ccc(F)cc2)CC1 | -1%
CCCCCNc1c(C(=O)OCC)c(=O)[nH]c2ccccc12 | -2%
CNC(=O)[C@@H]1C[C@H]1[C@@H](NC(=O)OCc1ccccc1)c1ccccc1 | 12%

Three structures already listed, arranged by molar mass, highest first.
SMILES | AmpC det inh
CCn1c(SCC(=O)N2CCN(c3ccc(F)cc3)CC2)nnc1-c1ccncc1 | -4%
CCN(CC)S(=O)(=O)N1CCC(C(=O)NC2CCCc3ccccc32)CC1 (centres undefined) | 1%
O=C(Nc1ccc2c(c1)OCCO2)c1c(F)cccc1F | -2%
